Assay outcomes deposited in PubChem BioAssay by several laboratories.
PG9 binder: binders of HIV-1 gp120 antibody PG9, primary screen, biochemical, TR-FRET; AID 624416, 2012; 360,000 tested, 0.43% active; HIV-1 gp120 / PG9 antibody interaction; TR-FRET gp120-PG9 antibody binding; inhibition, % at 6.7 µM; in the data active means inhibition above about 8.5%
DAX1 inh-1: DAX1 (NR0B1) inhibitors on StAR promoter, primary screen, cell-based, luminescence, SF-1 (NR5A1), full-length DAX-1 | HEK293T StAR-luciferase reporter, SF-1/DAX-1 repression relief | inhibition, % at 6.8 µM | 370,000 tested, 1.1% active | AID 652010, 2013;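 active means inhibition above the mean over all tested compounds plus 3 SD, cut at about 3.6% in these data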;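 further: 0% = DAX-1 cells with DMSO and 100% = cells lacking DAX-1 with DMSO; higher inhibition means more luminescence from relief of DAX-1 repression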
SMARCA2 act: SMARCA2 (BRM) function activators, primary screen, cell-based, luminescence, high throughput. activation, % at 9.1 µM. MG213 cells, MMTV-luciferase reporter, dexamethasone, overnight. 370,000 tested, 1% active; in the data active means activation above about 7.8%;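 further: 0% = vehicle wells and 100% = reference activator wells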
hcDAF-12 act: H. contortus DAF-12 nuclear receptor activators, primary screen, cell-based, luminescence, HEK293, lit1-tk-luc reporter. activation, % at 6.8 µM. HEK293 hcDAF-12 lit1-tk-luc reporter; 0% DMSO, 100% Δ7-dafachronic acid. 370,000 tested, 1.4% active;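 active means activation above the mean of all tested compounds plus 3 SD, cut at about 5.5% in these data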;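 further: 100% = response to 3 µM Δ7-dafachronic acid high control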
GC-A act: GC-A stimulated cGMP production enhancers – HEK293 GC-A cells, cGMP TR-FRET, EC30 ANP, primary screen; Atrial natriuretic peptide receptor 1 (Homo sapiens), P16066; 0% at EC30 ANP, 100% saturating ANP; activation, % at 10 µM; 370,000 tested, 0.14% active; in the data active means activation above about 40%
ssDAF-12 act: S. stercoralis DAF-12 nuclear receptor activators, primary screen, cell-based, luminescence, HEK293, GRIP1 co-expression, lit1-tk-luc. Nuclear hormone receptor DAF-12 (Strongyloides stercoralis). HEK293 ssDAF-12/GRIP1 lit1-tk-luc reporter; % of 3 µM dafachronic acid response. activation, % at 6.8 µM. 370,000 tested, 1% active. AID 652126, 2013;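 active means activation above the mean over all tested compounds plus 3 SD, cut at about 0.9% in these data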;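 further: 0% = DMSO-only wells and 100% = 3 µM delta7-dafachronic acid wells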
hgDAF12 agonist: H. glycines DAF-12 receptor agonists, primary screen, cell-based, luminescence, HEK293, GAL4 fusion, UAS-luciferase | Nuclear hormone receptor DAF-12 (Heterodera glycines), GAL4 fusion | HEK293 GAL4-hgDAF12 UAS-luciferase reporter, agonist luminescence; normalized to butyrate control | activation, % at 6.8 µM | 370,000 tested, 1.8% active;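 active means activation above a cutoff set at the mean of all screened compounds plus 3 SD, cut at about 10% in these data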;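 further: 0% = DMSO wells and 100% = sodium butyrate wells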
ADAM17 inh: ADAM17 inhibitors, primary screen, biochemical, QFRET; Disintegrin and metalloproteinase domain-containing protein 17 (Homo sapiens), P78536; recombinant ADAM17, EDANS/DABCYL FRET peptide cleavage; inhibition, % at 6.95 µM; 370,000 tested, 0.83% active; AID 720648, 2013;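 active means inhibition above the mean of compounds lying between control limits plus 3 SD, set per campaign, cut at about 8.5% in these data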;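 further: 0% = DMSO-only wells as the low control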
DAX1 inh-2: DAX1 (NR0B1) inhibitors, primary screen, cell-based, HEK293, Gal4-DAX1, luciferase luminescence. Nuclear receptor subfamily 0 group B member 1 (Homo sapiens), P51843. HEK293 Gal4-DAX1 luciferase reporter. inhibition, % at 6.75 µM. 340,000 tested, 0.99% active. AID 504766, 2011;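 active means inhibition above the mean over all tested compounds plus 3 SD, cut at about 4.2% in these data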;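 further: 0% = DAX1-transfected cells with DMSO and 100% = empty-vector control cells with DMSO; inhibition shows as a rise in luminescence from relieved DAX1 repression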
Target sequence (P51843 207-470 limits assumed): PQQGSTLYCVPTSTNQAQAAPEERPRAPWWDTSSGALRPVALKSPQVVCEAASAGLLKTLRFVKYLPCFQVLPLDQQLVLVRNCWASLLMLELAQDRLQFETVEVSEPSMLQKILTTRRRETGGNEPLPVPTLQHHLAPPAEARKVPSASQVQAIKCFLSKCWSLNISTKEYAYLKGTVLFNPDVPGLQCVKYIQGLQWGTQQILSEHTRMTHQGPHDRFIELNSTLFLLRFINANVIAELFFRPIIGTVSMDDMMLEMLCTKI
ADAM10 inh: human ADAM10 inhibitors, primary screen, biochemical, QFRET, HTS. Disintegrin and metalloproteinase domain-containing protein 10 (Homo sapiens), O14672. recombinant ADAM10, EDANS/DABCYL FRET peptide cleavage, 3 h. inhibition, % at 7 µM. 370,000 tested, 0.62% active. AID 720582, 2013;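 active means inhibition above a per-campaign cutoff equal to the mean of compounds falling between control-based bounds plus 3 SD, cut at about 20% in these data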;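 further: 0% = DMSO wells while the 100% control is not disclosed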
Target sequence (O14672 214-748 limits assumed): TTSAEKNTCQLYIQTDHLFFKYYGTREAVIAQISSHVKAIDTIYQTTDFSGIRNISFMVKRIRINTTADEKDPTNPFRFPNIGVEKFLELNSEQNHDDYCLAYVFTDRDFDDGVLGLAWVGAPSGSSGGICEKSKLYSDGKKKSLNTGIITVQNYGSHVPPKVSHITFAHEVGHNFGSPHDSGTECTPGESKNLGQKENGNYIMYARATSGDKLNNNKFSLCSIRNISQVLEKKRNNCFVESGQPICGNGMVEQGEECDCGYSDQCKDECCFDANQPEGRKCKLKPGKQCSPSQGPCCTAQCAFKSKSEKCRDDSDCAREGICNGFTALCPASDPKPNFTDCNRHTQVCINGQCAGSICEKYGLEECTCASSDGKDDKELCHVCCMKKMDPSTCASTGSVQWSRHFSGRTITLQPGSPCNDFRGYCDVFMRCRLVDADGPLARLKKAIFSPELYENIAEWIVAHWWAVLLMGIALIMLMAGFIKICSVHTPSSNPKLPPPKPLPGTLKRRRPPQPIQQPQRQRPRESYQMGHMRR
GAA850 FXN act: FXN promoter activators, primary screen, cell-based, luciferase luminescence, HEK293 lucGAA850. HEK293 lucGAA850 FXN promoter luciferase reporter, 24 h; percent of 10 µM SAHA response. 360,000 tested, 0.56% active. activation, % at 6 µM;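 active means activation above the average of all compounds screened plus 3 SD, cutoff fixed separately per campaign, cut at about 7.5% in these data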;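 further: 0% = DMSO wells and 100% = 10 µM SAHA wells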
* hit, by the source's call; x = no result given.

SMILES | PG9 binder | DAX1 inh-1 | SMARCA2 act | hcDAF-12 act | GC-A act | ssDAF-12 act | hgDAF12 agonist | ADAM17 inh | DAX1 inh-2 | ADAM10 inh | GAA850 FXN act
CC(C)[C@H](CN(N=O)[C@@H](Cc1ccccc1)CN(C)N=O)N(CCc1ccccc1)N=O | -0.3 | -0.3 | 2 | -0.5 | -5 | -1.2 | 1.3 | -4 | 0.6 | -7 | 4.2
N#C/C(=C\c1ccc(OCCN2CCOCC2)cc1)C(=O)Nc1ccccc1 | -0.6 | -1.1 | 4 | -0.8 | 1 | -1.1 | -1.3 | 0 | 0.6 | 0 | 1.6
Cc1cc(OCCn2cnc3ccccc3c2=O)cc(C(C)C)c1 | -2.6 | 1.2 | 2 | -2.4 | -4 | -0.6 | 2.5 | 1 | 0.4 | 7 | 2.1
O=C(Cn1c2ccccc2c(=O)c2cc([N+](=O)[O-])ccc21)Nc1ccccc1Cl | 12* | -0.5 | -2 | 0.0 | -4 | -1.1 | -1.5 | -6 | -1.2 | -16 | -0.9
O=C(Nc1ccno1)Nc1ccc(Cl)cc1Cl | -0.5 | -0.2 | -7 | -1.3 | 2 | -1.6 | 3.5 | -2 | 0.3 | 9 | -1.0
CC(C)(C)C(=O)Nc1ccc(-c2csnn2)cc1 | -0.3 | 1.1 | 4 | 2.9 | -2 | -1.0 | 6.3 | 1 | 0.9 | 7 | 3.2
O=C(CSc1nnc(CNc2ccc(F)cc2)n1Cc1ccccc1)NCc1ccccc1 | -0.2 | -1.1 | -3 | -2.4 | -11 | -1.3 | -1.4 | -1 | -0.3 | 6 | -3.2
CC(CN1CCOCC1)OC(=O)c1ccccc1 (stereo not given) | -1.0 | 0.7 | -1 | 1.9 | 1 | -0.8 | 2.5 | -1 | 1.6 | -10 | 2.0
COc1ccc(/C=N/NC(=O)c2ccco2)cc1OCc1ccccc1 | -0.3 | -0.9 | 3 | 0.3 | 5 | -0.8 | 3.4 | -1 | 1.4 | -1 | 0.5
Cc1ccnc2nc(C(=O)OCCOc3cccc(Br)c3)nn12 | 2.5 | -0.3 | -2 | -2.1 | 0 | -0.7 | 0.2 | -4 | 1.1 | 6 | -1.4
C/C(=N\NC(=O)c1c[nH]c2ccccc12)c1ccc(C)o1 | 0.0 | 2.1 | 3 | 5.7* | 1 | 2.7* | 5.6 | -3 | 1.8 | -8 | -0.4
CCOC(=O)[C@@H]1[C@H]2COc3ccccc3[C@H]2N2C(=O)N(c3ccc(C)cc3)C(=O)[C@]12C | -1.5 | 0.4 | 0 | 0.4 | -1 | -0.4 | 1.1 | -4 | 0.6 | 9 | 0.3
COc1cc2c(cc1OC)CN(C(=O)c1ccc(S(=O)(=O)N3CCCCCC3)cc1)CC2 | -3.0 | -1.2 | -1 | -2.6 | 4 | -1.0 | 0.1 | 2 | -1.6 | 0 | 2.6
CC(=O)NC(Cc1cccc(F)c1)C(=O)NC1CCN(c2ncccc2[N+](=O)[O-])CC1 (stereo not given) | -1.3 | -0.4 | 0 | 0.0 | -10 | -1.6 | -4.2 | 0 | 2.2 | 3 | -0.5
O=C(CCCNS(=O)(=O)c1ccccc1)NCc1ccco1 | -3.1 | -0.1 | -2 | -1.3 | 0 | -1.2 | -0.4 | 3 | 0.6 | 6 | -2.6
COc1ccccc1-c1c(NC(=O)c2ccco2)n(C)c2ccccc2c1=O | 0.4 | -0.4 | -1 | 0.9 | 2 | -0.9 | 0.4 | -1 | x | -2 | x
Cc1cnc(-c2nc3ccccc3n2C(C(=O)NC(C)(C)C)c2ccncc2)cn1 (stereo not given) | -0.1 | 1.3 | 1 | -1.1 | -8 | 0.1 | 11* | -42 | x | -167 | x
COc1cccc(CNC(=O)Cn2cc([N+](=O)[O-])cn2)c1 | 0.5 | -0.1 | -2 | -0.8 | 1 | 0.0 | -1.3 | -2 | -0.9 | 2 | 0.9
CCN(CC)CCN(C(=O)c1ccc2ncsc2c1)c1nc2cc3c(cc2s1)OCO3 | -1.5 | 15* | 4 | 16* | -5 | 2.6* | 17* | -30 | -0.8 | -72 | 5.9
CCCC(=O)OCCNc1cc(Sc2nccn2C)c2nonc2c1[N+](=O)[O-] | 0.3 | -1.2 | -11 | 1.8 | 20 | -1.3 | 1.9 | -4 | 0.4 | -14 | 3.6
COc1ccccc1N1CCN(C(=O)C2CCCO2)CC1 (stereo not given) | -0.4 | -0.3 | -3 | -0.7 | 0 | -1.6 | 1.4 | 1 | 0.9 | -12 | 0.5
CCC1=C(OC(=O)N(CC)CC)N2C(=O)OC(=NCCc3c[nH]c4ccccc34)[C@]2(C)[C@H]2C1=CC[C@H]1C(=O)N(CC(=O)OC)C(=O)[C@H]12 | 0.1 | -0.4 | 2 | -0.5 | 3 | -1.3 | 2.7 | 1 | 0.1 | 1 | -1.7
Cc1ccc(/C=C2\OC(=O)c3ccccc32)cc1 | -4.1 | 1.3 | 8 | 8.4* | 1 | 0.1 | 9.5 | -90 | 1.7 | -321 | 4.4
Clc1cccc(CNc2ccn3nc(-c4ccccc4Cl)cc3n2)c1 | 0.8 | -1.4 | -4 | -1.1 | -12 | -1.2 | 0.3 | -10 | x | -32 | 1.2
O=C(CN1C(=O)NC2(CCCCCC2)C1=O)N1CCN(c2ccc(F)cc2)CC1 | -1.3 | -1.1 | -1 | -1.3 | -1 | -1.2 | 1.3 | -1 | -0.4 | -8 | 1.9
COC(=O)CCN(c1ccccc1)S(=O)(=O)c1cc(-c2cc(C)no2)ccc1OC | -1.1 | -0.5 | -1 | -2.5 | -8 | -0.9 | -0.9 | 0 | -0.3 | -3 | 0.5
Cc1c(OCC(=O)OC(C)(C)C)ccc2c3c(c(=O)oc12)CCC3 | -0.9 | 0.4 | 1 | -0.9 | 5 | -1.2 | -0.9 | -10 | -0.3 | -27 | 2.4
Cc1nnsc1NC(=O)OCCCl | -1.9 | 0.1 | 1 | -1.1 | x | -1.3 | -1.4 | -1 | 1.6 | 2 | 0.9
CC(=O)c1cccc(NC(=O)CSc2ccc(-c3ccc4c(c3)OCO4)nn2)c1 | -0.5 | 0.1 | 3 | -1.1 | 10 | -1.1 | 7.6 | -2 | -1.1 | 4 | 1.0
CC(=O)c1ccc(Sc2nnc(C)s2)c([N+](=O)[O-])c1 | -0.9 | -0.5 | 1 | -2.0 | -2 | -0.8 | 3.2 | -4 | -0.8 | 3 | -0.9
COc1ccccc1NC(=O)C/C(N)=N/O | -1.8 | -0.1 | -2 | -0.3 | 0 | -1.3 | -0.7 | 0 | 0.2 | -2 | 0.6
O=[N+]([O-])/C(C(Cl)=C(Cl)Cl)=C(/NC1CC1)Sc1ccccc1 | -3.6 | 0.3 | 3 | -0.4 | 1 | -0.9 | 0.3 | 0 | 0.4 | -11 | 0.7
N#Cc1ccsc1NC(=O)COC(=O)c1ccc2ccccc2c1 | -0.8 | 1.1 | 7 | 4.2 | -3 | -0.4 | 8.9 | -9 | 0.5 | -28 | 4.1
O=C(Cn1nnc(-c2ccccc2Cl)n1)Nc1cccc(S(=O)(=O)N2CCCC2)c1 | -5.1 | -1.8 | -4 | -1.8 | 0 | -1.5 | -1.9 | 5 | -2.2 | 11 | -1.1
C[C@H](CO)N1C[C@H](C)[C@@H](CN(C)CC2CCCCC2)Oc2c(NS(=O)(=O)c3ccccc3)cccc2C1=O | -0.4 | -0.4 | 0 | 0.1 | 3 | -0.8 | -2.2 | 4 | -0.4 | 3 | 0.1
CCn1c(SCc2cccc(C)c2)nnc1-c1ccc(C)cc1 | -2.1 | -0.8 | -3 | -1.2 | -4 | -1.5 | 0.0 | -4 | 0.2 | 8 | 2.7
Cc1ccc(S(=O)(=O)N(C)C)cc1NC(=O)Nc1c(-c2ccccc2)noc1C | 0.2 | 0.2 | -3 | 2.5 | -4 | -1.7 | -2.2 | -4 | x | 5 | 1.1
CN1CCN(C(=O)/C(=C/c2ccc(N(C)C)cc2)NC(=O)c2ccccc2)CC1 | -6.0 | 0.1 | -2 | -0.4 | -1 | -1.4 | -2.2 | -6 | -0.8 | -11 | -1.0
COc1ccc(CN2C(=O)c3cccnc3C2=O)cc1S(=O)(=O)N(C)Cc1ccco1 | 0.6 | 0.1 | -3 | -1.4 | 3 | -0.8 | 0.1 | -5 | 0.7 | -4 | 2.1
O=C1/C(=C/c2ccc(Cl)cc2)NC(=S)N1Cc1cccnc1 | -1.3 | 0.0 | -1 | -0.6 | 1 | -0.9 | -2.7 | -1 | x | 4 | -1.8
O=C(CCCC(=O)N(CC(=O)NC1CCCCC1)Cc1ccccc1)Nc1ccccn1 | -1.8 | -0.1 | -4 | -0.8 | 0 | -1.3 | 0.2 | 0 | -0.1 | 2 | 1.0
Cc1ccc(C(=O)Nc2nnc(-c3ccco3)o2)cc1 | -1.0 | 2.5 | 2 | 5.0 | 2 | -0.5 | 14* | -2 | -1.6 | 2 | 5.3
CCOc1ccc(C(CC(=O)O)NC(=O)C(c2ccccc2)c2ccccc2)cc1OC (stereo not given) | 1.1 | 1.5 | -1 | 1.0 | 3 | -1.3 | 1.5 | -3 | 0.8 | -4 | 0.3
CC(=O)Nc1ccc(/C(C)=N/Nc2nc(Nc3cccc4ccccc34)nc(N3CCOCC3)n2)cc1 | -0.4 | 0.6 | -2 | -0.7 | 4 | -0.7 | -1.1 | 3 | -1.2 | 2 | 0.3
Oc1ccc(-c2nc3ccc4ccccc4c3c3c2CCC3)cc1O | -1.1 | -0.2 | -3 | 5.6 | -1 | -0.6 | 4.9 | 7 | 0.0 | 14 | 6.3
O=C(/C=C/c1ccc(S(=O)(=O)N2CCOCC2)cc1)NCc1ccc(Cl)cc1 | -1.9 | -0.7 | -4 | -0.9 | -9 | -1.9 | 0.7 | 7 | -2.1 | 5 | 2.2
O=C(Nc1nc(-c2ccccc2)cs1)C1c2ccccc2Oc2ccccc21 | 0.6 | -0.5 | 0 | 2.4 | 1 | -0.8 | 0.9 | 2 | -0.6 | 12 | -3.2
